PRMT1 FP inh – blocks human protein arginine methyltransferase 1; Q99873; recombinant PRMT1, activity-based probe fluorescence polarization; inhibition, % at 2.79 µM; actives 1.3% (n = 370,000); AID 652257;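 active = inhibition above about 21% made by adding two undisclosed values, limit read from the data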
Tn7 DDE FP – inhibitors of Tn7 peptide binding to human fibrin DD(E). actives 0.13% (n = 370,000). FP displacement of FITC-Tn7 peptide from fibrin DD(E); 0% = median of compound wells per plate. inhibition, % at 8.3 µM. AID 720508. P02675;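 active = inhibition above the mean of compounds falling within the control limits plus 3 SD of them, cut at about 14% in these data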;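 note: 0% = plate median of compound wells and 100% = 10 µM Aha-Tn7 peptide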
Target sequence (P02675 whole entry, looked up): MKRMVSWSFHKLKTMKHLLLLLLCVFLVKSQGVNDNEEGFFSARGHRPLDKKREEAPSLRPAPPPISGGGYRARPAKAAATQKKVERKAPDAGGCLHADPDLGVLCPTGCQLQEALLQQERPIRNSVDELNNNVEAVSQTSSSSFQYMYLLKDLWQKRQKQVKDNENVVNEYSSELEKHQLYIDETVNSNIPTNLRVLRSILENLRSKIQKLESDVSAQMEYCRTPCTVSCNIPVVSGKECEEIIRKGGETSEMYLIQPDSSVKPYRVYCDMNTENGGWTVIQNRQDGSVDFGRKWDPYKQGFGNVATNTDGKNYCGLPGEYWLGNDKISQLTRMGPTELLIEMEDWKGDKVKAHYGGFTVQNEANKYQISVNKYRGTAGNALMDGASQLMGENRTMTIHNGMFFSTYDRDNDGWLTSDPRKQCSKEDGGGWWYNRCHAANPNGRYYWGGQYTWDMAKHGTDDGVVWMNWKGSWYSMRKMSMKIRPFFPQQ
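Assay system: human fibrin DD(E) protein / Input: 2 µM fibrin DD(E) / Benchmarks: high control of 10 µM Aha-Tn7 peptide / Measured by: fluorescence polarization of the labelled Tn7 tracer / Medium: Tris buffer with calcium and detergent, pH 7.8 / Timing: 10 min compound pre-incubation, 3 h probe incubation at room temperature / Repeats: one replicate per compound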
LEDGF integ inh – blocks HIV-1 LEDGF/p75-dependent DNA integration; TR-FRET IN-LEDGF/p75 DNA integration, Eu/Cy5; inhibition, % at 3.7 µM; actives 0.64% (n = 370,000);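 active = inhibition above the screen-wide mean plus 3 SD, cut at about 13% in these data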;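 note: signal is the Cy5 over europium emission ratio at 671 and 618 nm; 0% = plate median of compound wells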
ABHD4 inh – ABHD4 (mouse) inhibition, primary FP screen; purified mABHD4, FP-Rh probe fluorescence polarization; inhibition, % at 8.92 µM; actives 0.54% (n = 370,000); AID 720543;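 active = inhibition exceeding the mean over every tested compound plus 3 SD, cut at about 30% in these data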;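 note: 0% = plate median of compound wells and 100% = S159A mutant with DMSO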
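system = mouse ABHD4 enzyme, wild type | medium = HEPES pH 7.0, NaCl, Pluronic buffer | also added = FP-Rh probe | incubation = Enzyme–compound pre-incubation 45 min, then probe 60 min, both 25 °C | technique = fluorescence polarization, excitation 525 nm, emission 598 nm, BODIPY TMR filters | controls = S159A mutant high control, sample median low control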
HTRA1 inh – inhibitors of human serine peptidase HTRA1; AID 504803; actives 0.5% (n = 340,000); inhibition, % at 5.96 µM; recombinant HTRA1, FP-rhodamine activity-based probe, fluorescence polarization; in the data active = inhibition above about 36%;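 note: 0% = enzyme with DMSO and 100% = wells lacking enzyme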
UHRF1 MBD2 ctr – blocks human UHRF1 binding to methylated DNA | Q96T88 | UHRF1 binding to methylated oligo, TR-FRET | inhibition, % at 4.4 µM | actives 0.75% (n = 370,000) | AID 687016; in the data active = inhibition above about 21%;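 note: UHRF1 SRA domain binding a hemimethylated CpG hairpin DNA probe; 0% = median of test compound wells and 100% = reference inhibitor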
PG9 binder – PG9 antibody binding by small molecule; actives 0.43% (n = 360,000); inhibition, % at 6.7 µM; TR-FRET gp120-PG9 antibody binding; in the data active = inhibition above about 8.5%
TDP2 inh – blocks human TDP2 phosphodiesterase activity. actives 0.34% (n = 370,000). recombinant TDP2, T5PNP hydrolysis, p-nitrophenol absorbance 415 nm. inhibition, % at 12.8 µM. O95551. AID 720702;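 active = inhibition above the mean of all tested compounds plus 3 SD, set per campaign, cut at about 25% in these data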;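 note: 0% = DMSO with enzyme and 100% = buffer with substrate but no TDP2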
Target sequence (O95551 whole entry, looked up): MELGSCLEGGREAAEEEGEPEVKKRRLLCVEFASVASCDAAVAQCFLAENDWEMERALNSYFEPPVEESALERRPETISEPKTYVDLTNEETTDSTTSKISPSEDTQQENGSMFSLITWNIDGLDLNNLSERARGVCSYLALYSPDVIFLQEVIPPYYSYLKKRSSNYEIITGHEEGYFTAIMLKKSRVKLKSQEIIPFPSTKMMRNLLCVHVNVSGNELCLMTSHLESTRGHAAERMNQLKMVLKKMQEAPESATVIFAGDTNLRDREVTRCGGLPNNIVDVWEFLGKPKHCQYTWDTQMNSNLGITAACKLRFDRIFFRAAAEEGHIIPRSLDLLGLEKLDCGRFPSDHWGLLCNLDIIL
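Test system: Human TDP2 enzyme | Reagent: 5 mM T5PNP | Compound dosing: 12.8 µM single point, 1% DMSO | Incubation: Enzyme reaction with compound for 2 h at 37 °C | Technique: p-Nitrophenol epi absorbance | Read-out: % inhibition relative to enzyme-containing and enzyme-free wells | Benchmarks: High control without enzyme, low control DMSO plus TDP2 | Replicates: Singlicate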
SIAE inh – blocks human sialic acid acetylesterase | Q9HAT2 | SIAE FP-Rh probe binding, fluorescence polarization | inhibition, % at 9.66 µM | actives 0.69% (n = 370,000) | AID 1053197;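 active = inhibition above a cutoff: mean of compounds within the control limits plus 3 SD of those, cut at about 17% in these data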;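 note: 0% = plate median of compound wells and 100% = probe without SIAE protein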
TCR CD3 inh – blocks the human TCR-CD3 interaction; actives 0.37% (n = 360,000); AID 651800; inhibition, % at 9.4 µM; TAMRA-labeled TCR probe fluorescence, biochemical; in the data active = inhibition above about 19%;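 note: recombinant mutant TCR 2C K166C tagged with TAMRA read by polarization; 0% = receptor in buffer alone and 100% = receptor with positive control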
Starred values were filed as active, the others as inactive; nt = not tested or not shown. This is a random part of the collection (roughly 4.2% active in at least one column).

entry | compound | PRMT1 FP inh | Tn7 DDE FP | LEDGF integ inh | ABHD4 inh | HTRA1 inh | UHRF1 MBD2 ctr | PG9 binder | TDP2 inh | SIAE inh | TCR CD3 inh
1 | CC(=O)c1cccc(NC(=O)C2CCCN2S(=O)(=O)c2ccccc2C(F)(F)F)c1 (centres undefined) | 8 | 1 | 1 | -5 | -4 | 3 | -0.6 | -2 | 1 | -4
2 | COC(=O)c1ccc(NC(=O)CN2CCN(CC#N)CC2)cc1 | -1 | -3 | 2 | 7 | 8 | -1 | -0.4 | 7 | 4 | -3
3 | CC(C)c1cc(C(=O)O)c2ccccc2n1 | 5 | -10 | 0 | 7 | 8 | 1 | 2.7 | 1 | 4 | 34*
4 | CC(NC(=O)c1ccccc1Br)c1ccc2c(c1)CCCC2 (centres undefined) | 0 | 7 | -5 | -4 | -10 | 0 | 0.9 | -3 | -6 | 3
5 | COCCCNC(=O)C[C@H]1C[C@@]2(C(=O)OC)C(=C[C@H](C(C)C)O[C@@H]2C2CC2)N(CCc2ccc(OC)c(OC)c2)C1=O | -7 | 3 | 7 | -3 | nt | 0 | nt | -5 | 5 | nt
6 | C=CCN1[C@H](CO)[C@H](c2ccccc2)[C@@H]1C#N | 6 | -2 | -3 | 8 | nt | 1 | nt | 2 | -5 | nt
7 | COC(CNC(=O)C(=O)NCC1CCCN1S(=O)(=O)c1cccs1)OC (centres undefined) | -3 | 1 | 4 | -2 | 5 | 0 | -3.0 | -8 | 3 | -1
8 | CCOc1cc(S(=O)(=O)N(CC)CC)ccc1Cl | 1 | 4 | 0 | 7 | 3 | -2 | -0.8 | -6 | 2 | 12
9 | O=C1NC(=O)N(c2ccccc2)C1=O | -4 | -7 | 3 | 8 | 6 | 2 | -0.9 | -7 | 4 | 6
10 | c1cncc(-c2noc(-c3cccc4ccccc34)n2)c1 | 1 | 0 | 2 | -9 | -20 | 1 | 3.5 | -4 | -4 | -6
11 | CC1(C)Cc2c(cnn2-c2ccc(F)cc2)C(NC(=O)Cn2cncn2)C1 (centres undefined) | -5 | 3 | -2 | 2 | 9 | 2 | -0.9 | 11 | 2 | -1
12 | COc1ccc(C2OC(=O)C(C)(C)C(=O)C2(C)C)cc1OC (centres undefined) | -2 | -1 | -1 | 1 | 8 | 0 | -0.3 | 9 | 3 | -4
13 | COc1ccc(CNC(=O)OCCN2CCN(Cc3ccccc3)CCC2=O)cc1 | 0 | -13 | 0 | 4 | -6 | 0 | -0.4 | 1 | -1 | 3
14 | COC(=O)[C@]12C[C@H](CC(=O)N3CCN(C(=O)c4ccco4)CC3)C(=O)N(Cc3ccc4c(c3)OCO4)C1=C[C@H](C(C)(C)C)O[C@@H]2C | 2 | -1 | -3 | -6 | nt | 2 | -1.6 | 0 | -4 | 0
15 | Nn1cnc2scc(-c3cccs3)c2c1=O | 0 | -3 | -3 | 1 | 0 | -2 | -1.1 | -5 | -6 | 4
16 | COC(=O)c1ccccc1C(=O)N1CCC(CCC(=O)NC2CC2)CC1 | 0 | 3 | -5 | -1 | 0 | 0 | -2.2 | -8 | -7 | 3
17 | CC1CCCCC12NC(=O)N(CC(=O)c1ccc3c(c1)OCO3)C2=O (centres undefined) | 3 | 0 | -2 | 9 | -3 | 1 | 1.1 | 10 | 1 | 5
18 | O=C(Cn1c(NCCO)nc2ccccc21)c1ccc([N+](=O)[O-])cc1 | -3 | 1 | -1 | 0 | 2 | 2 | -0.3 | -10 | 2 | -1
19 | Cc1ccc(NCc2nnc(SCC(=O)Nc3ccccc3)n2CC2CCCO2)c(C)c1 (centres undefined) | 2 | -7 | -1 | 2 | -2 | 0 | -1.8 | 2 | -2 | 3
20 | CC(=O)c1ccc(NC(=O)C(C)OC(=O)c2ccc(NS(=O)(=O)c3ccc(F)c(F)c3)cc2)cc1 (centres undefined) | 0 | 1 | -2 | -21 | -36 | -2 | -1.4 | 8 | -16 | -3
21 | O=C(Nn1c(-c2ccncc2)nc2ccccc2c1=O)c1ccccc1Br | 3 | 5 | -1 | 2 | 2 | 3 | -2.0 | -8 | -1 | 1
22 | CCOC(=O)C1CCCN(CC(=O)c2c[nH]c3ccc(C)cc23)C1 (centres undefined) | 3 | 7 | -2 | 5 | nt | -1 | 0.2 | -1 | -4 | -9
23 | COc1ccc(C(=O)NCCc2nnc(SCC(=O)Nc3ccccc3C(C)C)n2C)cc1 | -2 | -4 | -4 | 3 | 5 | 0 | 0.6 | 5 | -4 | -1
24 | COC(=O)CCc1sc(Nc2ccc(Br)cc2)nc1-c1ccc(OC)cc1 | 2 | 6 | -5 | 2 | -1 | 2 | -0.8 | -5 | 13 | -3
25 | C/C(CCc1ccccc1)=N/NC(=O)C(=O)NC(C)c1ccccc1 (centres undefined) | 1 | 4 | -1 | 4 | -4 | -3 | 1.6 | -7 | 4 | 7
26 | Cc1cc(NC(=O)CSc2nnc(-c3ccc([N+](=O)[O-])cc3)o2)no1 | 0 | 1 | 6 | 4 | 3 | -3 | -1.3 | 6 | -1 | 0
27 | COC(=O)C1=C(C)N(Cc2ccccc2C(F)(F)F)C(=NCc2ccccc2C(F)(F)F)NC1c1cccc(C(F)(F)F)c1 (centres undefined) | -5 | 9 | -1 | -2 | nt | -4 | -1.4 | 5 | -11 | 2
28 | COC(=O)c1cc(C#N)c(Oc2ccccc2)nc1C | 0 | 4 | -2 | 5 | 1 | 1 | 1.9 | -6 | 0 | -4
29 | Nc1nc2ccccc2n1C(=O)c1ccc(F)cc1 | 1 | 2 | 3 | -8 | 0 | 1 | -3.5 | 6 | 0 | 3
30 | Nc1o[nH]c(=O)c1C1CCCCC1 | -3 | -2 | 0 | 3 | 0 | -2 | 0.2 | 8 | -1 | 0
31 | c1ccc(Cn2ncc3c(N4CCOCC4)ncnc32)cc1 | 2 | -4 | 0 | 0 | -4 | 1 | 0.3 | 5 | 5 | 1
32 | Cc1cc(Cl)ccc1NC(=O)C1CCCN1C(=O)c1cccs1 (centres undefined) | 2 | -7 | -2 | -2 | -2 | 2 | -2.9 | 2 | 0 | -4
33 | COC(=O)c1ccc2cc(OC)cc([N+](=O)[O-])c2n1 | 0 | 3 | 5 | 7 | 1 | 0 | -0.7 | 3 | -4 | 0
34 | CN(Cc1cccs1)C(=O)Cn1cnc2ccccc2c1=O | -2 | 2 | 2 | -1 | 0 | 2 | -0.8 | 2 | -6 | 2
35 | CCC(=O)Nc1ccc(Nc2nc(Cl)nc(Nc3ccc(NC(=O)CC)cc3)n2)cc1 | 0 | 5 | -2 | 5 | 0 | 1 | 0.7 | -5 | -10 | 0
36 | CC(CNC(=O)CN1C(=O)NC2(CCCCC2C)C1=O)c1ccccc1 (centres undefined) | 3 | -1 | -4 | 9 | 3 | 4 | 2.1 | 4 | 5 | -3
37 | CCOC(=O)N1CCC(NC(=O)CCC(=O)N2CC(C)Oc3ccc(Cl)cc32)CC1 (centres undefined) | -2 | 3 | -3 | -3 | 0 | -1 | 0.0 | 1 | 0 | 4
38 | CCCN(CC(=O)Nc1ccccc1C)C(=O)C1CC(=O)N(Cc2ccccc2)C1 (centres undefined) | 3 | -2 | -5 | 8 | 3 | 1 | -0.8 | -5 | -2 | -2
39 | COc1ccc(N2CCN(C(c3cc(OC)ccc3OC)c3nnnn3CC3CCCO3)CC2)cc1 (centres undefined) | 2 | -1 | 0 | 12 | 2 | 2 | 1.3 | 4 | 1 | -9
40 | CNC(=O)OCc1ncn(-c2ccccc2)c1COC(=O)NC | -3 | -2 | 4 | 1 | nt | 0 | -2.0 | 7 | 4 | 9
41 | CN(C)c1ccc(P(=O)(OC2CCCCC2)C(Nc2ccccc2)c2cccnc2)cc1 (centres undefined) | -7 | -11 | 4 | -3 | nt | -2 | -1.2 | -7 | 4 | 5
42 | CC[C@H]1c2[nH]c3ccccc3c2C[C@H]2C(=O)N(c3ccc(F)cc3)C(=O)N21 | -6 | -4 | 3 | -6 | -9 | 1 | 0.8 | -10 | 1 | 7
43 | CCOC(=O)Cn1cc(CN2C(C(=O)OC)CN(Cc3ccccc3)CCS2(=O)=O)nn1 (centres undefined) | -4 | 0 | 2 | 2 | nt | 17 | nt | 0 | 1 | nt
44 | COCCN1C(=O)[C@H]2C[C@@]13O[C@H](c1ccc(C(F)(F)F)cc1)N=C3C[C@H](c1ccccc1)[C@H]2C | -1 | -1 | -1 | 1 | nt | 0 | 0.0 | -8 | -3 | 1
45 | O=C1/C(=C/c2c[nH]c3ccccc23)CCC/C1=C\c1c[nH]c2ccccc12 | 7 | 2 | 3 | 9 | 12 | -6 | -1.8 | -2 | 9 | 5

Arranged by count of non-hydrogen atoms (low to high): part of the list above
entry | compound | PRMT1 FP inh | Tn7 DDE FP | LEDGF integ inh | ABHD4 inh | HTRA1 inh | UHRF1 MBD2 ctr | PG9 binder | TDP2 inh | SIAE inh | TCR CD3 inh
40 | CNC(=O)OCc1ncn(-c2ccccc2)c1COC(=O)NC | -3 | -2 | 4 | 1 | nt | 0 | -2.0 | 7 | 4 | 9
36 | CC(CNC(=O)CN1C(=O)NC2(CCCCC2C)C1=O)c1ccccc1 (centres undefined) | 3 | -1 | -4 | 9 | 3 | 4 | 2.1 | 4 | 5 | -3
45 | O=C1/C(=C/c2c[nH]c3ccccc23)CCC/C1=C\c1c[nH]c2ccccc12 | 7 | 2 | 3 | 9 | 12 | -6 | -1.8 | -2 | 9 | 5
37 | CCOC(=O)N1CCC(NC(=O)CCC(=O)N2CC(C)Oc3ccc(Cl)cc32)CC1 (centres undefined) | -2 | 3 | -3 | -3 | 0 | -1 | 0.0 | 1 | 0 | 4
35 | CCC(=O)Nc1ccc(Nc2nc(Cl)nc(Nc3ccc(NC(=O)CC)cc3)n2)cc1 | 0 | 5 | -2 | 5 | 0 | 1 | 0.7 | -5 | -10 | 0
43 | CCOC(=O)Cn1cc(CN2C(C(=O)OC)CN(Cc3ccccc3)CCS2(=O)=O)nn1 (centres undefined) | -4 | 0 | 2 | 2 | nt | 17 | nt | 0 | 1 | nt
44 | COCCN1C(=O)[C@H]2C[C@@]13O[C@H](c1ccc(C(F)(F)F)cc1)N=C3C[C@H](c1ccccc1)[C@H]2C | -1 | -1 | -1 | 1 | nt | 0 | 0.0 | -8 | -3 | 1
39 | COc1ccc(N2CCN(C(c3cc(OC)ccc3OC)c3nnnn3CC3CCCO3)CC2)cc1 (centres undefined) | 2 | -1 | 0 | 12 | 2 | 2 | 1.3 | 4 | 1 | -9

Compound activity: PubChem, The Scripps Research Institute Molecular Screening Center
